SMARCA2 act – SMARCA2 (BRM) function activators, primary screen, cell-based, luminescence, high throughput; MG213 cells, MMTV-luciferase reporter, dexamethasone, overnight; activation, % at 9.1 µM; hit rate 1% among 370,000; AID 652017, 2013; in the data active = activation above about 7.8%;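 also: 0% = vehicle wells and 100% = reference activator wells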
KLK7 zymogen act – proKLK7 zymogen activators, primary screen, biochemical, fluorescence intensity; Kallikrein-7 (Homo sapiens), P49862; purified proKLK7, EDANS-DABCYL substrate fluorescence; 100% is mature enzyme control, 0% vehicle; activation, % at 7 µM; hit rate 0.9% among 370,000; AID 652039, 2013;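 active = activation above the mean of all tested compounds plus 3 SD, computed per campaign excluding outliers beyond control limits, cut at about 13% in these data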
Target sequence (P49862 whole entry, looked up): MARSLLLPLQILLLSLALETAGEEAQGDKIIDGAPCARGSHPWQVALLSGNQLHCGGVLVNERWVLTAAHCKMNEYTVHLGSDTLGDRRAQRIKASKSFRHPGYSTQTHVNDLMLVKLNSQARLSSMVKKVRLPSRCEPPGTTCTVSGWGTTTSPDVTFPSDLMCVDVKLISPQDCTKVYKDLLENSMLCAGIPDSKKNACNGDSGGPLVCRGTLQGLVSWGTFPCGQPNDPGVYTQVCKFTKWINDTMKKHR
NPR2 activator – human GC-B receptor activators, primary screen, HEK293 GC-B cells, cGMP TR-FRET, EC30 CNP. Atrial natriuretic peptide receptor 2 (Homo sapiens), P20594. 0% at EC30 CNP, 100% saturating CNP. activation, % at 10 µM. hit rate 0.11% among 370,000. AID 1920062, 2024;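 active = activation at 10 µM reaching about 35% in either raw or pattern-adjusted values, limit read from the data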
hgDAF12 agonist – H. glycines DAF-12 receptor agonists, primary screen, cell-based, luminescence, HEK293, GAL4 fusion, UAS-luciferase. activation, % at 6.8 µM. Nuclear hormone receptor DAF-12 (Heterodera glycines), GAL4 fusion. HEK293 GAL4-hgDAF12 UAS-luciferase reporter, agonist luminescence; normalized to butyrate control. hit rate 1.8% among 370,000;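 active = activation above a cutoff set at the mean of all screened compounds plus 3 SD, cut at about 10% in these data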;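 also: 0% = DMSO wells and 100% = sodium butyrate wells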
HGIII-sPLA2 inh – human group III sPLA2 inhibitors, primary screen, biochemical, QFRET, BODIPY PC-A2 liposome substrate; inhibition, % at 12.2 µM; AID 743126, 2013; hit rate 0.56% among 370,000; QFRET BODIPY PC-A2 liposome hydrolysis, fluorescence;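 active = inhibition above mean plus 3 SD of compounds lying within the high and low control bounds, cut at about 19% in these data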;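 also: 0% = median of test compound wells and 100% = no enzyme DMSO wells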
Target sequence (Q9NZ20 whole entry, looked up): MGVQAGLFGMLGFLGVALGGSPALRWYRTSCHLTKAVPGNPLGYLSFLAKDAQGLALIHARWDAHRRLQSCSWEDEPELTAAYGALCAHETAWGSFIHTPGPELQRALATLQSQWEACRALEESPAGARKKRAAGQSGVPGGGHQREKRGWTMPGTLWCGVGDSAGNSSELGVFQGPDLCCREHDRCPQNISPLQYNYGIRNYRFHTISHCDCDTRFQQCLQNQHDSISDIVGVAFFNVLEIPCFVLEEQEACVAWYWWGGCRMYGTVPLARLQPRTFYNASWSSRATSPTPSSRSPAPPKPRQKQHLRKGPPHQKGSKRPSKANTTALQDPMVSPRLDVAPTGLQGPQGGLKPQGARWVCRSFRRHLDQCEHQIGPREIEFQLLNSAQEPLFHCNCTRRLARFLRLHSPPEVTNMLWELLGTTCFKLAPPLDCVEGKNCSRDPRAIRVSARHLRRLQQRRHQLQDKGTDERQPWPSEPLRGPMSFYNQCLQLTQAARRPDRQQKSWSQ
GC-A act – GC-A stimulated cGMP production enhancers – HEK293 GC-A cells, cGMP TR-FRET, EC30 ANP, primary screen. 0% at EC30 ANP, 100% saturating ANP. activation, % at 10 µM. hit rate 0.14% among 370,000; in the data active = activation above about 40%
DAX1 inh-1 – DAX1 (NR0B1) inhibitors, primary screen, cell-based, HEK293, Gal4-DAX1, luciferase luminescence. HEK293 Gal4-DAX1 luciferase reporter. inhibition, % at 6.75 µM. Nuclear receptor subfamily 0 group B member 1 (Homo sapiens), P51843. AID 504766, 2011. hit rate 0.99% among 340,000;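 active = inhibition above the mean over all tested compounds plus 3 SD, cut at about 4.2% in these data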;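 also: 0% = DAX1-transfected cells with DMSO and 100% = empty-vector control cells with DMSO; inhibition shows as a rise in luminescence from relieved DAX1 repression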
Target sequence (P51843 207-470 limits assumed): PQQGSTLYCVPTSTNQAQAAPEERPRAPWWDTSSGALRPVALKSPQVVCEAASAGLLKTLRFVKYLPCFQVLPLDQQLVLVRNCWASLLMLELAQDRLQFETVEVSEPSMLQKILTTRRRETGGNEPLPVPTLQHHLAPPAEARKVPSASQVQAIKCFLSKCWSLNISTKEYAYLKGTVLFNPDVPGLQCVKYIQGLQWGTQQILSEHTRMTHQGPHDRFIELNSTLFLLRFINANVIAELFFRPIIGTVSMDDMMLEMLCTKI
ssDAF12 agonist – S. stercoralis DAF-12 nuclear receptor activators, primary screen, cell-based, luminescence, HEK293, GRIP1 co-expression, lit1-tk-luc | HEK293 ssDAF-12/GRIP1 lit1-tk-luc reporter; % of 3 µM dafachronic acid response | AID 652126, 2013 | hit rate 1% among 370,000 | activation, % at 6.8 µM | Nuclear hormone receptor DAF-12 (Strongyloides stercoralis);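 active = activation above the mean over all tested compounds plus 3 SD, cut at about 0.9% in these data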;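 also: 0% = DMSO-only wells and 100% = 3 µM delta7-dafachronic acid wells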
DAX1 inh-2 – DAX1 (NR0B1) inhibitors on StAR promoter, primary screen, cell-based, luminescence, SF-1 (NR5A1), full-length DAX-1 | HEK293T StAR-luciferase reporter, SF-1/DAX-1 repression relief | inhibition, % at 6.8 µM | hit rate 1.1% among 370,000 | AID 652010, 2013;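 active = inhibition above the mean over all tested compounds plus 3 SD, cut at about 3.6% in these data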;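 also: 0% = DAX-1 cells with DMSO and 100% = cells lacking DAX-1 with DMSO; higher inhibition means more luminescence from relief of DAX-1 repression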
GAA850 FXN act – FXN promoter activators, primary screen, cell-based, luciferase luminescence, HEK293 lucGAA850; HEK293 lucGAA850 FXN promoter luciferase reporter, 24 h; percent of 10 µM SAHA response; activation, % at 6 µM; hit rate 0.56% among 360,000; AID 540364, 2011;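 active = activation above the average of all compounds screened plus 3 SD, cutoff fixed separately per campaign, cut at about 7.5% in these data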;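 also: 0% = DMSO wells and 100% = 10 µM SAHA wells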
hcDAF-12 act – H. contortus DAF-12 nuclear receptor activators, primary screen, cell-based, luminescence, HEK293, lit1-tk-luc reporter; HEK293 hcDAF-12 lit1-tk-luc reporter; 0% DMSO, 100% Δ7-dafachronic acid; activation, % at 6.8 µM; hit rate 1.4% among 370,000;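 active = activation above the mean of all tested compounds plus 3 SD, cut at about 5.5% in these data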;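 also: 100% = response to 3 µM Δ7-dafachronic acid high control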
Starred values were filed as active, the others as inactive; . = no result given.

SMILES | SMARCA2 act | KLK7 zymogen act | NPR2 activator | hgDAF12 agonist | HGIII-sPLA2 inh | GC-A act | DAX1 inh-1 | ssDAF12 agonist | DAX1 inh-2 | GAA850 FXN act | hcDAF-12 act
CN1CCc2c(sc3nc(NN)n(Cc4ccccc4)c(=O)c23)C1 | -1.2 | 0.0 | 0.3 | -2.8 | -6.7 | 1.9 | -1.4 | -1.2 | 0.3 | 0.7 | -1.3
CCc1ccc2c(c1)C(c1ccc(N3CCOCC3)cc1)=NNC(c1ccncc1)=N2 | -2.7 | -0.4 | -3.5 | -0.7 | -2.6 | -12.1 | 0.0 | -1.9 | -0.4 | 2.9 | 0.0
O=C(Nc1cccc([N+](=O)[O-])c1)N1CCCc2ccccc21 | 0.1 | -0.3 | -1.8 | -0.4 | 3.0 | 2.6 | 1.5 | -1.0 | 0.5 | 1.2 | 4.9
COc1c(C)cc(C(O)c2ncc(-c3ccccc3F)[nH]2)cc1C (stereo not given) | -1.0 | 0.0 | -2.2 | -1.9 | -0.7 | 1.2 | . | -0.9 | -1.1 | 1.2 | -2.4
COc1ccc(Cc2nnc(SCC(=O)c3c(N)n(C4CC4)c(=O)[nH]c3=O)o2)cc1 | 4.6 | 0.4 | -3.5 | 3.2 | -0.8 | -2.1 | 0.8 | -1.3 | -0.9 | -0.8 | 1.8
O=C(NCC1CCCN1S(=O)(=O)c1cccs1)C(=O)Nc1ccccc1Cl (stereo not given) | 0.2 | -0.3 | -5.2 | 1.5 | 5.2 | 0.1 | -0.5 | -1.4 | -0.8 | 0.3 | -1.8
O=C(CSc1cn(CC(=O)N2CCCCCC2)c2ccccc12)NCC1CCCO1 (stereo not given) | -0.1 | -0.1 | 0.7 | 1.1 | 2.5 | 2.9 | -0.9 | -1.2 | 0.0 | 1.7 | -1.5
CCC(C)NC(=O)Cn1cc(S(=O)(=O)N2CCCC2)c(S(=O)(=O)N2CCCC2)c1 (stereo not given) | 0.0 | -0.6 | 6.6 | 3.3 | 4.8 | 2.5 | 0.9 | -0.8 | -0.3 | -0.4 | -1.9
COc1cccc(OC)c1C(=O)N1CCN(Cc2c[nH]c3ccccc23)CC1 | 0.4 | 0.0 | -2.2 | -1.4 | -31.0 | -3.4 | 1.9 | -0.6 | -0.9 | -0.8 | 2.2
CCOc1ccc(CCN2C(=O)C(=O)N([C@@H](CC(C)C)CN3CCC[C@@H]3CN3C(=O)C(=O)NC[C@@H]3Cc3ccccc3)C[C@@H]2Cc2ccc(O)cc2)cc1 | 1.0 | 0.7 | 6.2 | 0.2 | -16.9 | 1.8 | 0.0 | -0.6 | -0.8 | 0.7 | -0.1
Cc1onc(-c2c(F)cccc2Cl)c1C(=O)N1CCOC12CCCCC2 | 0.5 | -0.1 | 1.9 | -3.9 | -3.3 | 0.0 | -1.5 | -1.1 | 0.4 | -0.1 | -2.0
O=C(CSc1nnc(CNC(=O)c2ccccc2F)o1)Nc1ccc2c(c1)OCO2 | -0.6 | -0.2 | 4.1 | 5.5 | -2.0 | -2.3 | -0.4 | -0.9 | -0.8 | -0.6 | 1.9
CCOC(=O)c1oc2cc(O)ccc2c(=O)c1-c1csc(C)n1 | -6.1 | 1.1 | 3.2 | 1.4 | -6.7 | 0.2 | 1.3 | -1.7 | -0.3 | 0.7 | -0.7
NC(=O)c1cccc(-c2cccc(OC(=O)NC3CCCCC3)c2)c1 | -1.7 | 0.2 | -1.1 | -0.4 | -4.2 | 2.7 | 1.0 | -0.5 | 0.8 | -0.3 | 1.9
O=[N+]([O-])c1cc(C(F)(F)F)cc([N+](=O)[O-])c1NCCCN1CCOCC1 | -0.4 | -0.4 | -2.5 | 0.3 | 2.8 | -1.4 | 0.4 | -1.6 | -0.8 | 1.6 | -0.4
COc1ccc2c(c1OC)C(=O)N1N=C(c3ccc(F)cc3)CC21 (stereo not given) | 3.1 | -0.1 | 0.9 | -2.2 | 3.0 | 1.9 | 0.5 | -1.7 | -0.3 | 4.1 | -1.0
CCCCN1CC(COCc2ccccc2)Oc2cccc(Oc3ccc(C(C)C)cc3)c2S1(=O)=O (stereo not given) | -1.7 | -0.1 | 3.9 | -1.3 | 3.0 | 2.0 | -0.5 | -0.8 | 3.0 | 0.8 | 2.4
Cn1ncc(Br)c1C(=O)N/N=C/c1cccc(OC2CSC2)c1 | -0.8 | 0.7 | -1.9 | -0.4 | -5.3 | -6.7 | 0.0 | -1.0 | 0.2 | 2.2 | -2.3
CCS(=O)(=O)c1ccc(S(=O)(=O)CC)s1 | -0.6 | 0.4 | -1.1 | 2.0 | 2.7 | 3.4 | -1.7 | -0.7 | 0.2 | -1.0 | -1.5
O=C(O)C1CCCN(S(=O)(=O)c2ccc(F)cc2)C1 (stereo not given) | 1.1 | 0.2 | -0.2 | -2.1 | -2.9 | 0.0 | -0.9 | 0.2 | 0.2 | 2.9 | -1.1
COc1ccc(N2C(=O)CC(NCc3ccncc3)C2=O)cc1 (stereo not given) | -0.5 | 0.3 | 2.9 | -0.8 | -1.6 | 0.6 | 0.8 | -1.1 | -0.6 | -1.0 | -0.3
COC(=O)CN(c1ccc2c(c1)OCO2)S(=O)(=O)c1c(C)[nH]c(=O)[nH]c1=O | -1.8 | -0.5 | 1.7 | -1.0 | 5.1 | 2.9 | 0.2 | -0.8 | -0.1 | . | 2.1
COc1cccc(-c2nn3c(-c4ccco4)nnc3s2)c1 | 0.2 | 0.2 | -1.0 | 0.5 | -1.3 | 1.6 | 0.7 | -0.8 | 0.8 | 5.3 | -0.3
COc1ccc(C)cc1NC(=O)CN1C(=O)COc2ccc(S(=O)(=O)N3CCC(C)CC3)cc21 | -0.2 | 0.3 | -2.0 | -0.1 | 3.3 | -4.7 | 0.8 | -1.1 | -0.1 | -0.2 | -0.4
CN1CCN(S(=O)(=O)c2ccc(N)cc2)CC1 | -0.5 | 0.4 | -5.8 | 1.9 | 0.9 | 2.0 | 1.3 | -0.8 | 0.1 | 0.9 | -1.5
Cc1cccc(OCc2nnc(SCC(=O)c3ccccc3)o2)c1 | -2.2 | 0.2 | -1.6 | -0.9 | -57.2 | 3.1 | -0.3 | -0.6 | -0.7 | -0.4 | -0.8
CCN(CC)c1nc(C(F)(F)F)nc2c1nnn2Cc1ccccc1 | -1.4 | -0.4 | 6.0 | -2.7 | 1.2 | 1.1 | -0.7 | -1.7 | -0.5 | 3.9 | 0.0
Cc1ccc(C2C(=O)N(C3CCCC3)CC(=O)N2CC2COc3ccccc3O2)cc1 (stereo not given) | -2.5 | 0.8 | -5.9 | 1.1 | 2.8 | -10.5 | 1.7 | -1.4 | 0.3 | 0.4 | -1.9
COC(=O)C1=C(C)N(Cc2cccc(C(F)(F)F)c2)C(=NCc2ccc3c(c2)OCO3)NC1c1ccccc1C(F)(F)F (stereo not given) | 2.6 | -0.5 | -15.3 | -1.0 | -1.3 | -3.5 | . | -1.2 | -1.3 | . | -0.7
CC(=O)N1CCCc2cc(S(=O)(=O)N3CCCC(C(=O)Nc4ccccc4C)C3)ccc21 (stereo not given) | -1.1 | 0.4 | 3.5 | -2.1 | 4.0 | 2.6 | -0.4 | -1.0 | -0.7 | -0.3 | -1.0
COc1ccccc1C(=O)NCCCNC(=O)c1cnccn1 | -5.3 | 0.1 | 2.8 | -1.6 | 10.4 | -0.4 | 0.4 | -1.1 | 0.1 | 1.1 | -1.5
COc1cc(CCCN2CCNC[C@@H]2Cc2ccc(O)cc2)cc(OC)c1OC | -0.3 | -0.7 | -2.3 | 3.1 | 6.0 | -0.5 | 0.1 | 1.0* | 0.8 | 2.5 | 0.4
CCCc1cc(Nc2c(C)n(C)n(-c3ccccc3)c2=O)n2c(nc3ccccc32)c1C#N | -1.9 | 0.9 | 8.1 | -0.4 | 6.8 | 0.5 | -1.3 | -0.7 | -0.6 | -5.5 | 1.4
O=C(COC(=O)c1cccc(S(=O)(=O)N2CCOCC2)c1)NCc1ccc2c(c1)OCO2 | -1.2 | -0.3 | 6.3 | -0.9 | -1.5 | -0.4 | -1.6 | -1.3 | -0.7 | 0.9 | -1.5
COc1ccc(NC(=O)N(Cc2ccc(C)cc2)Cc2cccnc2)c(OC)c1 | 4.0 | 0.6 | -4.4 | -4.0 | 2.1 | -1.9 | 1.1 | -1.7 | -0.1 | -0.8 | -2.9
COc1ccc(NC(=S)NC(=O)c2csnn2)cc1 | 4.9 | 0.0 | -1.3 | 7.6 | 2.4 | 4.5 | -0.8 | -1.6 | 0.1 | 1.4 | -0.6
COc1ccc(OC)c(C2=NOC(C(=O)NCc3ccco3)C2)c1 (stereo not given) | -0.1 | 0.1 | -1.6 | 1.0 | 4.0 | -1.5 | 2.0 | -1.2 | 0.5 | 0.9 | -1.2
Nc1nc(OCC(F)(F)F)cc(Oc2ccccc2F)n1 | 1.6 | -0.5 | -1.6 | -0.1 | -4.2 | -1.1 | 0.1 | -0.8 | -0.7 | 1.0 | -1.0
O=C(Nc1ncccn1)c1cc([N+](=O)[O-])cc([N+](=O)[O-])c1 | 1.5 | -0.6 | 3.6 | 0.3 | 9.8 | -1.2 | -1.8 | -0.8 | -0.1 | 0.0 | 3.4
CCOc1ccccc1CN1CCN(S(C)(=O)=O)CC1 | -1.0 | -0.4 | -5.5 | 3.4 | 2.2 | -3.8 | 0.7 | -1.2 | 0.0 | -0.1 | 0.8
Cc1ccc(S(=O)(=O)N/N=C\c2cn(-c3ccccc3)nc2-c2ccccc2)cc1 | -0.6 | -0.3 | 1.8 | 0.6 | -27.1 | 0.6 | 0.4 | -1.6 | 0.9 | 3.6 | -0.8
c1ccc([C@H]2CN3C(=N2)Sc2ccccc23)cc1 | 7.0 | 0.1 | -9.3 | 16.1* | 6.0 | -1.7 | 2.3 | 2.5* | 3.5 | 5.1 | 13.4*
CN(C)S(=O)(=O)c1cccc(NC(=O)c2ccc(COc3ccccc3)cc2)c1 | -6.2 | 0.5 | 0.7 | -3.1 | -17.6 | 3.4 | -4.5 | -2.2 | -1.6 | -1.9 | -5.0
